Screens: PubChem, several laboratories
DDE Tn6 FP inh = disrupts Tn6 cyclic peptide binding to fibrin D-Dimer-E complex; inhibition, % at 8.3 µM; Fibrin DD(E) TRITC-Tn6 fluorescence polarization displacement; actives 0.21% (n = 370,000); P02675;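 active = inhibition above a per-campaign cutoff: mean of compounds within control limits plus 3 SD, cut at about 15% in these data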;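 note: 0% = median of all compound wells on the plate and 100% = blocking peptide control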
ASAP1 inh = blocks human ASAP1-stimulated Arf1 GTP hydrolysis; AID 624377; actives 0.19% (n = 360,000); inhibition, % at 16.5 µM; Q9ULH1; GDP FP detection; in the data active = inhibition above about 25%;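 note: 0% = vehicle with enzyme and substrate and 100% = no enzyme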
ADAM10 inh = ADAM10 inhibition, QFRET primary screen; recombinant ADAM10, EDANS/DABCYL FRET peptide cleavage, 3 h; inhibition, % at 7 µM; actives 0.62% (n = 370,000); O14672;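 active = inhibition above a per-campaign cutoff equal to the mean of compounds falling between control-based bounds plus 3 SD, cut at about 20% in these data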;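 note: 0% = DMSO wells while the 100% control is not disclosed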
NPR2 activator = GC-B (human) receptor activation; P20594; HEK293-GC-B cells, CNP EC30, cGMP TR-FRET; 0% at EC30 CNP, 100% saturating CNP; activation, % at 10 µM; actives 0.11% (n = 370,000); AID 1920062;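 active = activation at 10 µM reaching about 35% in either raw or pattern-adjusted values, limit read from the data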
Target sequence (P20594 whole entry, looked up): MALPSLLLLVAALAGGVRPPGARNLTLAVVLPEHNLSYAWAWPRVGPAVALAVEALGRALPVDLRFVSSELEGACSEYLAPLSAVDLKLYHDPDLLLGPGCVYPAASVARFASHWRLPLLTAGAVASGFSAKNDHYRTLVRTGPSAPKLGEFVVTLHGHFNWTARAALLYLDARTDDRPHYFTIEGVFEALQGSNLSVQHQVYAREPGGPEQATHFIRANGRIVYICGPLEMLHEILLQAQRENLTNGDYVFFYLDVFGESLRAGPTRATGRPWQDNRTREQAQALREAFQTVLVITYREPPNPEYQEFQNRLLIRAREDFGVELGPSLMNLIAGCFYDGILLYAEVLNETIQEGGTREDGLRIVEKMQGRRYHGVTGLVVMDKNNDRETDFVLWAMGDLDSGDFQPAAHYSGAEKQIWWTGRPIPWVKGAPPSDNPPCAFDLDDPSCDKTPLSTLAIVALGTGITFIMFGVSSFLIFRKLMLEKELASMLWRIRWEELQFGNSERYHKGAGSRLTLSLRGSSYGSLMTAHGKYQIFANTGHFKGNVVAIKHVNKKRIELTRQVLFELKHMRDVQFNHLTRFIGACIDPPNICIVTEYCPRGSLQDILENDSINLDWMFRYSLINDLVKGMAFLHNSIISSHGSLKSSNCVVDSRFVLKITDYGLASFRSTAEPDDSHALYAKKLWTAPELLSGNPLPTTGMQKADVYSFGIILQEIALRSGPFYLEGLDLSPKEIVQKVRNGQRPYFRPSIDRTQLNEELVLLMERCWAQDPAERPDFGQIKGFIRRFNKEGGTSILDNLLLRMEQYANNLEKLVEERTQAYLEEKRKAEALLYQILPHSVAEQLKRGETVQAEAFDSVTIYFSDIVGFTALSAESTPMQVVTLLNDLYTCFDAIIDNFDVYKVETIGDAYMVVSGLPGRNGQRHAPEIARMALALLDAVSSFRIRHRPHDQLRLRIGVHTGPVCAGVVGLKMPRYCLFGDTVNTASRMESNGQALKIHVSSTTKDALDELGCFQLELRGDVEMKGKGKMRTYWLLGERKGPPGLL
GC-A act = GC-A (human) enzyme activation; P16066; HEK293 GC-A cells, cGMP TR-FRET, EC30 ANP; 0% at EC30 ANP, 100% saturating ANP; activation, % at 10 µM; actives 0.14% (n = 370,000); AID 1671463; in the data active = activation above about 40%
HGIII-sPLA2 inh = Inhibits HGIII-sPLA2 liposome hydrolysis, primary screen. QFRET BODIPY PC-A2 liposome hydrolysis, fluorescence. Q9NZ20. actives 0.56% (n = 370,000). inhibition, % at 12.2 µM;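 active = inhibition above mean plus 3 SD of compounds lying within the high and low control bounds, cut at about 19% in these data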;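 note: 0% = median of test compound wells and 100% = no enzyme DMSO wells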
rCAG binder = molecules binding r(CAG) RNA repeats | AID 651821 | actives 1.3% (n = 370,000) | r(CAG) RNA repeat, TO-PRO-1 dye displacement fluorescence | inhibition, % at 3 µM;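 active = inhibition above the plate cutoff, the mean of all test compounds on that plate plus 3 SD, cut at about 35% in these data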;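 note: 0% = DMSO alone and 100% = 100 µM mitoxantrone as full dye displacement; higher means more dye released from RNA so lower well fluorescence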
FXN GAA850 act = activators of GAA850 frataxin (FXN) promoter. HEK293 lucGAA850 FXN promoter luciferase reporter, 24 h; percent of 10 µM SAHA response. activation, % at 6 µM. actives 0.56% (n = 360,000);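 active = activation above the average of all compounds screened plus 3 SD, cutoff fixed separately per campaign, cut at about 7.5% in these data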;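 note: 0% = DMSO wells and 100% = 10 µM SAHA wells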
KLK7 zymogen act = proKLK7 (human) activation, primary screen | activation, % at 7 µM | AID 652039 | purified proKLK7, EDANS-DABCYL substrate fluorescence; 100% is mature enzyme control, 0% vehicle | P49862 | actives 0.9% (n = 370,000);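 active = activation above the mean of all tested compounds plus 3 SD, computed per campaign excluding outliers beyond control limits, cut at about 13% in these data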
ARFGAP1 inhibitor = inhibits rat ARF GTPase activating protein 1; Arfgap1-stimulated ARF1 GTP hydrolysis, GDP FP detection; inhibition, % at 16.5 µM; actives 0.26% (n = 360,000); AID 651572; Q62848;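 active = inhibition above a per-plate limit, mean inhibition of low control wells plus 3 SD, cut at about 25% in these data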;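 note: 0% = DMSO wells with enzyme and 100% = wells lacking Arfgap1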
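Material: rat Arfgap1 catalytic domain, aa 1-136; also added: human ARF1(Δ1-17)-GTP substrate; compound dosing: one concentration, 16.5 µM, DMSO 1.26%; incubation: GTP hydrolysis reaction 2 h at 25 °C; measured by: Tracer-displacement fluorescence polarization with EDTA stop, 620/688 nm; evaluation: % inhibition from polarization; repeats: one replicate per compound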
Numbers without * were called inactive.

What do the screens show for `CC1Cc2cc(/C(O)=C3/C(=O)C(=O)N(Cc4cccnc4)C3c3cccc(O)c3)ccc2O1` (stereo not drawn)?
DDE Tn6 FP inh: -3; ASAP1 inh: -14; ADAM10 inh: 3; NPR2 activator: -3; GC-A act: 2; HGIII-sPLA2 inh: -3; rCAG binder: 5; FXN GAA850 act: -1.4; KLK7 zymogen act: 3.4; ARFGAP1 inhibitor: 6

What do the screens show for `O=C(Nc1ccc(F)cc1F)C1CCN(c2ncccn2)CC1`?
DDE Tn6 FP inh: -4; ADAM10 inh: -28; NPR2 activator: 8; GC-A act: 0; HGIII-sPLA2 inh: 2; rCAG binder: -1; KLK7 zymogen act: 0.7

How did CCOC(=O)C1CCN(c2c(N3CCCC(C(=O)OCC)C3)c(=O)c2=O)CC1 (stereo not drawn) do in these assays?
DDE Tn6 FP inh: -5; ASAP1 inh: -8; ADAM10 inh: -9; NPR2 activator: 3; GC-A act: 0; HGIII-sPLA2 inh: 13; rCAG binder: 0; FXN GAA850 act: 2.0; KLK7 zymogen act: -0.3; ARFGAP1 inhibitor: -9

How did O=C(Nc1cccnc1Cl)c1cc(-c2ccc(Br)cc2)on1 do in these assays?
DDE Tn6 FP inh: 2; ASAP1 inh: -10; ADAM10 inh: -4; NPR2 activator: -13; GC-A act: 10; HGIII-sPLA2 inh: 7; rCAG binder: 0; FXN GAA850 act: -1.1; KLK7 zymogen act: 0.4; ARFGAP1 inhibitor: 6

How did CCn1cc(/C=C/C(=O)Nc2c(C)nn(Cc3ccccc3)c2C)cn1 do in these assays?
DDE Tn6 FP inh: 3; ASAP1 inh: -6; ADAM10 inh: 1; NPR2 activator: 0; GC-A act: -4; HGIII-sPLA2 inh: 8; rCAG binder: 0; FXN GAA850 act: 0.3; KLK7 zymogen act: 0.4; ARFGAP1 inhibitor: 6

How did CN(C)c1ccc(NC(=O)N2CCOCC2)cc1 do in these assays?
DDE Tn6 FP inh: -4; ASAP1 inh: -18; ADAM10 inh: -4; NPR2 activator: -28; GC-A act: -10; HGIII-sPLA2 inh: -3; rCAG binder: -1; FXN GAA850 act: 2.0; KLK7 zymogen act: 0.7; ARFGAP1 inhibitor: -14

Results for Cc1cc(O)ccc1C1(c2ccc(O)cc2C)OC(=O)c2ccccc21 ?
DDE Tn6 FP inh: -6; ASAP1 inh: 20; ADAM10 inh: 14; NPR2 activator: -10; GC-A act: -16; HGIII-sPLA2 inh: -57; rCAG binder: 2; FXN GAA850 act: -0.1; KLK7 zymogen act: -0.4; ARFGAP1 inhibitor: 21

What do the screens show for `O=C(NC1CCCCCC1)c1ccc[nH]c1=S`?
DDE Tn6 FP inh: -5; ASAP1 inh: -6; ADAM10 inh: 6; NPR2 activator: 0; GC-A act: 2; HGIII-sPLA2 inh: 4; rCAG binder: 4; FXN GAA850 act: 3.5; KLK7 zymogen act: 6.8; ARFGAP1 inhibitor: 8

How did COc1cccc(/C=C2\SC(N)=NC2=O)c1OS(=O)(=O)c1ccccc1 do in these assays?
DDE Tn6 FP inh: 3; ASAP1 inh: 6; ADAM10 inh: 4; NPR2 activator: 0; GC-A act: -1; HGIII-sPLA2 inh: 0; rCAG binder: 0; FXN GAA850 act: 1.0; KLK7 zymogen act: -0.1; ARFGAP1 inhibitor: 19

Results for Cc1ccc(SCC(=O)NCC(C)C)cc1 ?
DDE Tn6 FP inh: 3; ASAP1 inh: -2; ADAM10 inh: -4; NPR2 activator: 3; GC-A act: -4; HGIII-sPLA2 inh: -2; rCAG binder: -1; FXN GAA850 act: 3.1; KLK7 zymogen act: -0.2; ARFGAP1 inhibitor: -10

Results for Cc1ccc(C)c(S(=O)(=O)NCc2ccc(C(=O)NCc3ccco3)cc2)c1 ?
DDE Tn6 FP inh: 1; ASAP1 inh: 11; ADAM10 inh: -4; NPR2 activator: 0; GC-A act: -5; HGIII-sPLA2 inh: -23; rCAG binder: 9; FXN GAA850 act: -2.6; KLK7 zymogen act: 0.1; ARFGAP1 inhibitor: 0

How did O=C1CCCC[C@@H](O)[C@H](O)C[C@H](c2ccccc2)O1 do in these assays?
DDE Tn6 FP inh: 5; ASAP1 inh: 8; ADAM10 inh: -11; NPR2 activator: 1; GC-A act: 1; HGIII-sPLA2 inh: 1; rCAG binder: 0; KLK7 zymogen act: 0.2; ARFGAP1 inhibitor: 0

Continued, overlapping the part above by two compounds.
Results for Cc1ccc(C)c(S(=O)(=O)NCc2ccc(C(=O)NCc3ccco3)cc2)c1 ?
DDE Tn6 FP inh: 1; ASAP1 inh: 11; ADAM10 inh: -4; NPR2 activator: 0; GC-A act: -5; HGIII-sPLA2 inh: -23; rCAG binder: 9; FXN GAA850 act: -2.6; KLK7 zymogen act: 0.1; ARFGAP1 inhibitor: 0

How did O=C1CCCC[C@@H](O)[C@H](O)C[C@H](c2ccccc2)O1 do in these assays?
DDE Tn6 FP inh: 5; ASAP1 inh: 8; ADAM10 inh: -11; NPR2 activator: 1; GC-A act: 1; HGIII-sPLA2 inh: 1; rCAG binder: 0; KLK7 zymogen act: 0.2; ARFGAP1 inhibitor: 0

Results for Cc1cccc(-c2noc(CCC(=O)NCc3ccco3)n2)c1 ?
DDE Tn6 FP inh: -6; ASAP1 inh: 8; ADAM10 inh: 4; NPR2 activator: 1; GC-A act: -2; HGIII-sPLA2 inh: 5; rCAG binder: -4; FXN GAA850 act: -1.8; KLK7 zymogen act: 0.2; ARFGAP1 inhibitor: 8

Results for Nc1cccc(CCc2ccncc2)c1 ?
DDE Tn6 FP inh: 3; ASAP1 inh: -3; ADAM10 inh: 21*; NPR2 activator: 2; GC-A act: 2; HGIII-sPLA2 inh: 5; rCAG binder: -2; FXN GAA850 act: 2.6; KLK7 zymogen act: -0.4; ARFGAP1 inhibitor: -15

Results for CCOC(=O)C1=CCCN(S(=O)(=O)c2ccc(C)cc2)C1 ?
DDE Tn6 FP inh: 11; ASAP1 inh: 7; ADAM10 inh: -16; NPR2 activator: -4; GC-A act: 2; HGIII-sPLA2 inh: 4; rCAG binder: -1; KLK7 zymogen act: -0.4; ARFGAP1 inhibitor: -2

Results for CN(CC(=O)Nc1ccc(Cl)cc1)C(=O)c1ccc(NS(=O)(=O)c2ccc3[nH]c(=O)[nH]c3c2)cc1 ?
DDE Tn6 FP inh: -8; ASAP1 inh: 3; ADAM10 inh: 3; NPR2 activator: 2; GC-A act: 4; HGIII-sPLA2 inh: -9; rCAG binder: 16; FXN GAA850 act: -0.6; KLK7 zymogen act: -0.1; ARFGAP1 inhibitor: 16

What do the screens show for `O=C(NC(Cc1ccccc1)C(=O)O)/C(=C/c1ccc([N+](=O)[O-])cc1)NC(=O)c1ccccc1Br` (stereo not drawn)?
DDE Tn6 FP inh: 8; ASAP1 inh: 7; ADAM10 inh: 1; NPR2 activator: 6; GC-A act: 3; HGIII-sPLA2 inh: -1; rCAG binder: 2; FXN GAA850 act: 1.8; KLK7 zymogen act: -1.2; ARFGAP1 inhibitor: 4

Results for O=C(NCCO)[C@H](Cc1ccccc1)NC1(C(=O)NCCN2CCOCC2)CCCCC1 ?
DDE Tn6 FP inh: 4; ADAM10 inh: -3; NPR2 activator: -1; GC-A act: 0; HGIII-sPLA2 inh: -2

How did O=C(COC(=O)CCSc1ccc(Cl)cc1)NCc1ccc(Cl)cc1 do in these assays?
DDE Tn6 FP inh: 2; ASAP1 inh: 7; ADAM10 inh: 9; NPR2 activator: -3; GC-A act: 3; HGIII-sPLA2 inh: -23; rCAG binder: -1; FXN GAA850 act: 2.4; KLK7 zymogen act: -0.2; ARFGAP1 inhibitor: -5

What do the screens show for `COc1ccc(N(C(=O)c2snc(C(N)=O)c2N)C(C(=O)NC2CCCCC2)c2ccc(F)cc2)c(OC)c1` (stereo not drawn)?
DDE Tn6 FP inh: 0; ASAP1 inh: 1; ADAM10 inh: -2; NPR2 activator: -2; GC-A act: -12; HGIII-sPLA2 inh: -1; rCAG binder: 5; FXN GAA850 act: -0.9; KLK7 zymogen act: -1.4; ARFGAP1 inhibitor: 5

What do the screens show for `CC(=O)c1ccc(NC(=O)Nc2ncn(Cc3cccc(C)c3)n2)cc1`?
DDE Tn6 FP inh: 0; ASAP1 inh: 6; ADAM10 inh: 13; NPR2 activator: 2; GC-A act: 1; HGIII-sPLA2 inh: -1; rCAG binder: -1; FXN GAA850 act: 4.4; KLK7 zymogen act: 0.2; ARFGAP1 inhibitor: 10

What do the screens show for `CCCCCC1C(=O)C[C@@H]2CCN3C(=O)CCC[C@H]1[C@H]23` (stereo partly drawn)?
DDE Tn6 FP inh: 3; ASAP1 inh: 8; ADAM10 inh: -5; NPR2 activator: -3; GC-A act: -1; HGIII-sPLA2 inh: -2; rCAG binder: 4; FXN GAA850 act: 1.1; KLK7 zymogen act: 0.8; ARFGAP1 inhibitor: 7

What do the screens show for `Cc1cc(SCC#N)n2nc(C)c(-c3ccccc3)c2n1`?
DDE Tn6 FP inh: 1; ASAP1 inh: 11; ADAM10 inh: -1; NPR2 activator: -3; GC-A act: 1; HGIII-sPLA2 inh: -13; rCAG binder: 4; FXN GAA850 act: 1.7; KLK7 zymogen act: 0.1; ARFGAP1 inhibitor: 0

Results for Cc1cccc(C)c1NC(=O)CSc1nc2c([nH]1)c(=O)n(C)c(=O)n2C ?
DDE Tn6 FP inh: -2; ASAP1 inh: -10; ADAM10 inh: 7; NPR2 activator: 0; GC-A act: -3; HGIII-sPLA2 inh: 6; rCAG binder: -2; FXN GAA850 act: 1.4; KLK7 zymogen act: -0.4; ARFGAP1 inhibitor: -1

Results for COCCC(=O)N1CCC(Oc2ccc(C(=O)N3C[C@@H]4CCC[C@H]3C4)cc2)CC1 ?
DDE Tn6 FP inh: 4; ASAP1 inh: -1; ADAM10 inh: -3; NPR2 activator: 6; GC-A act: 7; HGIII-sPLA2 inh: -4; rCAG binder: -6; FXN GAA850 act: 1.9; KLK7 zymogen act: 0.0; ARFGAP1 inhibitor: -11

Results for NS(=O)(=O)c1ccc(CCNC(=O)C2CCCN(S(=O)(=O)c3cccnc3)C2)cc1 (stereo not drawn) ?
DDE Tn6 FP inh: 3; ASAP1 inh: 8; ADAM10 inh: -8; NPR2 activator: 4; GC-A act: 5; HGIII-sPLA2 inh: 8; rCAG binder: 3; FXN GAA850 act: 0.8; KLK7 zymogen act: -0.2; ARFGAP1 inhibitor: 12

What do the screens show for `CC(=O)N1CCC(N2CCN(c3ccccc3F)CC2)CC1`?
DDE Tn6 FP inh: 3; ASAP1 inh: -4; ADAM10 inh: -3; NPR2 activator: 5; GC-A act: 2; HGIII-sPLA2 inh: -8; rCAG binder: -3; FXN GAA850 act: 0.5; KLK7 zymogen act: 0.2; ARFGAP1 inhibitor: 0

Results for O=C(NC(=S)Nc1ccc(S(=O)(=O)N2CCCCC2)cc1)c1ccccc1 ?
DDE Tn6 FP inh: 2; ASAP1 inh: -1; ADAM10 inh: 2; NPR2 activator: 5; GC-A act: 5; HGIII-sPLA2 inh: 4; rCAG binder: 3; FXN GAA850 act: 1.6; KLK7 zymogen act: -0.1; ARFGAP1 inhibitor: -7

Results for CCn1cc([N+](=O)[O-])c(C(=O)Nc2ccn(Cc3ccccc3)n2)n1 ?
DDE Tn6 FP inh: -3; ASAP1 inh: 4; ADAM10 inh: 5; NPR2 activator: 0; GC-A act: 1; HGIII-sPLA2 inh: 8; rCAG binder: -1; FXN GAA850 act: -0.7; KLK7 zymogen act: -0.6; ARFGAP1 inhibitor: -4
